NALP1 yeast inh = NALP1 inhibition; S. cerevisiae NALP1/ASC/caspase-1 growth, X-gal OD620, 72 h; inhibition, % at 10 µM; actives 0.61% (n = 280,000); AID 2071; in the data active means inhibition mostly above about 24%, no sharp cut-off; inactive means mostly below about 32%; further: some compounds called inactive have numbers as strong as hits
M18AAP inhibitor = blocks P. falciparum M18 aspartyl aminopeptidase; recombinant PfM18AAP, H-Glu-NHMec fluorogenic cleavage; actives 1.2% (n = 290,000); inhibition, % at 7.35 µM; AID 1822;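 active means inhibition above the campaign mean inhibition over all tested compounds plus 3 SD, cut at about 28% in these data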;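 further: 0% = plate median of test compound wells and 100% = 2 mM ZnCl2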
FID counter = fluorescent intercalator displacement, NS3 helicase counter-screen. DNA fluorescent intercalator displacement, fluorescence. inhibition, % at 7.9 µM. actives 0.17% (n = 290,000); in the data active means inhibition above about 37%;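 further: 0% = vehicle and 100% = reference compound; higher means more ethidium bromide displaced from hairpin DNA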
MEKK2wt PB1 HTS = raises or lowers MEK5 binding to wildtype human MEKK2 PB1 domain | Q9Y2U5 | bead flow cytometry, Alexa488-MEK5 binding to MEKK2 WT; actives lie on both sides | binding response (% of control), % at 10 µM | actives 1.1% (n = 290,000) | AID 1531; in the data active means binding response below about 67% or above about 130%
MEKK2 mut-MEK5 = signal of MEK5 binding to mutant human MEKK2 PB1 domain. bead flow cytometry, Alexa488-MEK5 binding to MEKK2 mutant. percent response, % at 10 µM. actives 0.35% (n = 290,000). AID 1530; in the data active means percent response above about 24%, passing the limit was not always enough; further: inactives centre near 1; some results filed as inactive read as strong as hits
NS3 helicase inh = HCV NS3 helicase inhibition | NS3 helicase DNA unwinding, Cy5 molecular beacon fluorescence | inhibition, % at 10.9 µM | actives 0.56% (n = 290,000) | AID 1800;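 active means inhibition above the mean of all tested compounds plus 3 SD, set per campaign, cut at about 35% in these data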;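 further: 0% = DMSO wells and 100% = thioflavine S control wells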
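System: HCV NS3 helicase fragment; control set: DMSO and thioflavine S; technique: Cy5 fluorescence at 0 and 60 min, beacon hairpin quenching; reagent: beacon DNA duplex substrate plus ATP; replicates: singlicate; schedule: 1 h reaction at 25 °C, ATP-initiated; medium: MOPS buffer pH 6.5 with MgCl2, DTT, Tween20, BSA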
UBC9 SUMO inh = blocks human SUMOylation mediated by UBC9; inhibition, % at 35 µM; actives 0.36% (n = 290,000); P63279; AID 2006; HTRF SUMOylation assay, SAE1/SAE2 + UBC9, in vitro; in the data active means inhibition above about 50%, passing the limit was not always enough; further: strong numbers were not always called active
Target sequence (P63279 whole entry, looked up): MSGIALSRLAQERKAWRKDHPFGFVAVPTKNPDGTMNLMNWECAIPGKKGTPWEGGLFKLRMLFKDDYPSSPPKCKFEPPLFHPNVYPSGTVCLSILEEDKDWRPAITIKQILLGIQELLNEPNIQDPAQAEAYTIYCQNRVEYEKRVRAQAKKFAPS
VIM-2 inh = inhibitors of Pseudomonas aeruginosa VIM-2 metallo-beta-lactamase; purified VIM-2, nitrocefin hydrolysis, epi-absorbance fluorescence; inhibition, % at 5.6 µM; actives 0.89% (n = 290,000); AID 1527;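 active means inhibition above the mean of all tested compounds plus 3 SD, cutoff set per screening run, cut at about 7.5% in these data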;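 further: red hydrolysis product quenches plate fluorescence so inhibitors raise well fluorescence; 0% = enzyme with DMSO and 100% = DMSO without enzyme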
IMP-1 inh = inhibitors of Pseudomonas aeruginosa IMP-1 metallo-beta-lactamase; purified IMP-1, nitrocefin hydrolysis, epi-absorbance fluorescence; inhibition, % at 5.6 µM; actives 0.45% (n = 290,000); AID 1556;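 active means inhibition above the mean plus 3 SD of all compounds in the same screening run, cut at about 4.5% in these data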;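 further: 0% = IMP-1 with DMSO and 100% = DMSO wells lacking enzyme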
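system = purified recombinant IMP-1 beta-lactamase | amount = 0.2 nM IMP-1, as dispensed | medium = HEPES buffer pH 7.1 with ZnSO4 and Brij 35 | times = 25 °C, 15 min preincubation, 25 min reaction | detection = plate fluorescence quenching by hydrolysis product, ex 480/em 530 nm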
The depositor's hits bear a star; . = no result given; & = joins results of further samples. An unsorted share of the library; any-hit rate near 4.7%.

SMILES | NALP1 yeast inh | M18AAP inhibitor | FID counter | MEKK2wt PB1 HTS | MEKK2 mut-MEK5 | NS3 helicase inh | UBC9 SUMO inh | VIM-2 inh | IMP-1 inh
CCCCCC(=O)N(O)C1CC(=O)N(c2ccccc2)C1=O (stereo not drawn) | 4 | -13 | 0 | 109 | 10 | 2 | 6 | 8.1* | 0.8
C=CCC1(N(C(C)=O)c2ccccc2C)CCCCC1 | 4 | -1 | 4 | 83 | -14 | -5 | -12 | -0.2 | -0.4
CC(=O)Nc1ccc(S(=O)(=O)C(C#N)c2nc3ccccc3nc2NCCCO)cc1 (stereo not drawn) | 13 | -17 | 4 | 105 | 4 | 2 | 40 | 0.2 | -3.0
Cc1ccc(/C=C/C(=O)O)cc1S(=O)(=O)NCc1ccco1 | 10 | 1 | 8 | 94 | -11 | 5 | 9 | -4.3 | -1.9
CCc1nnc(NC(=O)CSc2ncnc3c2cnn3-c2ccc(OC)cc2)s1 | 10 | -5 | -6 | 108 | 5 | 8 | 32 | -1.0 | -2.5
CCOC(=O)Cn1c(=O)oc2cc(S(=O)(=O)NC3CCCCC3)ccc21 | 5 | 4 | -19 | 96 | 0 | -4 | -9 | -2.7 | -3.2
C=C(C)n1c(=O)[nH]c2ccccc21 | 0 | 5 | -3 | 105 | 2 | 11 | 19 | -3.3 | -2.1
O=C(N/N=C/c1cccnc1)C1CC1(c1ccccc1)c1ccccc1 (stereo not drawn) | -14 | 9 | -20 | 95 | -4 | -11 | 4 | -0.9 | -0.6
CCCNC(=O)CSc1nnc(-c2ccc(F)cc2)o1 | 1 | -4 | 2 | 95 | -5 | 4 | 22 | 0.3 | -0.8
COc1ccc(OCC(=O)Nc2ccc(Cl)cc2)cc1 | 18 | -10 | -5 | 86 | -6 | 1 | -7 | -2.1 | -0.8
CC(c1nccs1)N(C)C(=O)CCc1nnc(Cc2c[nH]c3ccccc23)o1 (stereo not drawn) | -21 | -6 | -1 | 96 | -9 | 8 | -15 | -2.5 | -4.4
O=[N+]([O-])c1ccc(O)c(/C=N/n2c(CO)nc3ccccc32)c1 | 3 | 1 | 1 | 97 | 0 | 1 | 1 | -2.2 | -0.5
O=C(NC(=O)c1ccccc1Cl)C(=O)Nc1ccc(Cl)cc1 | 29 | -3 | -1 | 102 | -1 | 5 | 20 | -1.2 | -0.1
COC(=O)Cc1n[nH]c(=S)[nH]c1=O | 7 | 10 | 2 | 96 | -2 | -3 | 24 | -2.7 | -1.5
Cc1cccc(NC(=O)/C(=C\c2cccs2)NC(=O)c2ccccc2)c1 | 26 | -10 | -2 | 104 | 8 | -10 | 9 | -0.2 | -1.9

Full records from above. Values in the order: NALP1 yeast inh	M18AAP inhibitor	FID counter	MEKK2wt PB1 HTS	MEKK2 mut-MEK5	NS3 helicase inh	UBC9 SUMO inh	VIM-2 inh	IMP-1 inh
`C=C(C)n1c(=O)[nH]c2ccccc21` is listed as 0	5	-3	105	2	11	19	-3.3	-2.1
`O=[N+]([O-])c1ccc(O)c(/C=N/n2c(CO)nc3ccccc32)c1` is listed as 3	1	1	97	0	1	1	-2.2	-0.5
`CCCCCC(=O)N(O)C1CC(=O)N(c2ccccc2)C1=O` (stereo not drawn) is listed as 4	-13	0	109	10	2	6	8.1*	0.8

Carrying on:
SMILES | NALP1 yeast inh | M18AAP inhibitor | FID counter | MEKK2wt PB1 HTS | MEKK2 mut-MEK5 | NS3 helicase inh | UBC9 SUMO inh | VIM-2 inh | IMP-1 inh
COc1ccccc1C(=O)OCC(=O)c1cccc([N+](=O)[O-])c1 | 28 | -8 | 7 | 109 | 2 | -1 | 0 | -3.3 | -2.4
O=C(NCCN1CCOCC1)C1CC(=O)N(c2ccc(Cl)cc2)C1 (stereo not drawn) | -2 | 8 | -11 | 99 | 0 | 12 | 12 | -1.1 | 0.5
COc1ccccc1C(=O)N1CCN(S(=O)(=O)Cc2ccccc2)CC1 | 10 | 4 | -16 | 93 | -2 | 4 | 4 | -6.1 | -3.8
COc1ccc(N2CCN(S(=O)(=O)c3ccc(Br)s3)CC2)cc1 | 5 | -11 | 2 | 97 | -7 | 6 | -23 | 0.4 | -0.8
CN1C(=O)CSc2ccc(NC(=O)NCCC3=CCCCC3)cc21 | -1 | -1 | -19 | 83 | -4 | -1 | 3 | -4.7 | -4.5
COc1ccc(Cc2nnc(NC(=O)Nc3ccccc3)s2)cc1OC | 14 | -2 | -24 | 103 | 4 | 5 | 13 | 0.0 | -1.1
Nc1nc(N)nc(-c2ccccc2-c2nc(N)nc(N)n2)n1 | 26 | -1 | -3 | 102 | -2 | 10 | 22 | -0.3 | -1.1
O=P(O)(CP(=O)(c1ccccc1)c1ccccc1)c1ccccc1O | 18 | 6 | -8 | 91 | -5 | -1 | 9 | -4.0 | -1.9
CCN(CC)CCCN1C(=O)C(=O)/C(=C(/O)c2ccccc2)C1c1cc(OC)ccc1OC (stereo not drawn) | -13 | . | . | 108 | 3 | . | 5 | . | .
CCOc1ncccc1C(=O)N1CCN(S(=O)(=O)c2ccccc2)CC1 | 5 | -9 | -9 | 97 | -42 | 0 | 12 | -1.0 | -2.4
Cc1cccc(NC(=O)C2(c3cccs3)CCOCC2)n1 | 5 | -3 | -2 | 95 | 10 | -4 | 7 | -1.4 | -2.4
C=CCn1c(-c2cccnc2)n[nH]c1=S | 8 | 18 | -2 | 103 | -1 | 3 | -10 | -2.4 | -0.3
CC(=O)Nc1cc(ON=C(C)C)cc([N+](=O)[O-])c1 | 36 | -11 | 4 | 96 | -3 | 5 | 7 | -2.4 | -2.7
CCOc1ccc(-n2ccc(=O)c(C(=O)Nc3ccc(S(=O)(=O)Nc4ncccn4)cc3)n2)cc1 | -14 | -2 | -20 | 100 | 2 | 6 | 42 | -2.8 | -0.5
CC1CCC2(CC1)NC(=S)N(c1ccccc1)N2 (stereo not drawn) | 4 | 45* | -4 | 103 | -1 | -6 | 16 | -3.6 | -2.4
CN(Cc1ccccc1)C(=O)Nc1ccccc1 | 4 | -1 | 2 | 102 | 5 | -5 | 2 | -1.8 | -1.2
CC1Cc2ccccc2N1C(=O)CCS(=O)(=O)c1cccc2nonc12 (stereo not drawn) | 8 | -6 | 2 | 104 | 0 | 5 | 11 | -0.1 | -1.7
Cc1ccccc1OC(C)C(=O)NC1CCCC1 (stereo not drawn) | 3 | -7 | -1 | 106 | 2 | -1 | -18 | 0.4 | -1.9
CCCCCCCC(=O)Nc1cc(C(=O)NCc2ccc(C)cc2)ccc1N1CCC2(CC1)CC(c1ccccc1)=NO2 | 21 | -1 | -11 | 97 | -5 | -2 | -5 | -0.9 | -1.4
COc1ccccc1CN(Cc1nc2ccccc2c(=O)[nH]1)C(=O)Nc1ccccc1 | 48 | 1 | -17 | 111 | 7 | 2 | -1 | -1.7 | -0.7
Cc1ccc(S(=O)(=O)N2CCCC(C(=O)Nc3ccc(NC(=O)c4ccccn4)cc3)C2)cc1 (stereo not drawn) | 14 | 1 | -1 | 100 | 2 | 10 | -3 | -1.6 | -5.4
CCOc1ccc(NC2CCN(C(C)=O)CC2)cc1 | -15 | 4 | 0 | 104 | 5 | 0 | 13 | -3.1 | -4.8
O=C(c1cc(COc2ccc(F)cc2Cl)on1)N1CCCCC1c1cccnc1 (stereo not drawn) | 18 | 7 | -38 | 101 | -1 | 11 | -6 | 1.2 | 2.0
CCCCN1C(=O)C(O)=C(C(C)=O)C1c1ccccc1[N+](=O)[O-] (stereo not drawn) | 10 | 13 | 2 | 105 | 1 | 0 | 24 | 0.5 | -4.0
COc1ccc(NC(=O)Nc2cc(C(C)(C)C)on2)cc1OC | 16 | 3 | -28 | 103 | 2 | -4 | -14 | -4.3 | -0.4
CCCCC(CC)Cn1c2nc3ccccc3nc2c2c(=N)oc(C)nc21 (stereo not drawn) | -5 | 1 | -4 | . | . | 4 | 35 | -0.2 | -0.7
Clc1ccccc1C(c1ccccc1)(c1ccccc1)n1ccnc1 | -13 | -5 | -14 | 104&57 | 4&-17 | -9 | 30 | -1.1 | -1.2
Cc1nc(S(=O)(=O)c2ccc(Cl)cc2)nc2c1CCC2 | 0 | 3 | -6 | . | . | 0 | -6 | 3.6 | -0.8
COc1ccc(CCN=C(N)NS(=O)(=O)c2ccccc2)cc1 | 20 | -2 | 1 | 99 | 0 | 0 | 20 | -3.2 | -3.4
Cc1ccc(NC(=O)Cn2ccc([N+](=O)[O-])n2)cc1Cl | 11 | 1 | 10 | 101 | -7 | -9 | 11 | -0.7 | -1.8
Cc1cccn2c(=O)c(/C=C(\C#N)S(=O)(=O)c3ccccc3)c(N3CCN(Cc4ccccc4)CC3)nc12 | 6 | 6 | -4 | 103 | 1 | -2 | 3 | -4.2 | -2.9
O=C(Nc1ccc(OC(F)(F)F)cc1)c1[nH]ncc1[N+](=O)[O-] | 13 | 5 | -3 | 87 | -12 | -2 | 4 | -0.5 | -1.0
O=C(O)CCc1ccc(-c2ccc(Br)cc2)o1 | 0 | -5 | -10 | 95 | -1 | 20 | -10 | 1.5 | -4.8
CC(=O)Oc1ccc2c(c1)OC(c1ccccc1)CC21CC(C)(C)NC(=S)N1 (stereo not drawn) | 0 | -3 | -12 | . | . | 1 | -2 | -4.3 | -2.5
Cc1ccc(C)c(N2CCN(S(=O)(=O)c3ccc4c(c3)CC(=O)N4C)CC2)c1 | 4 | 3 | -48 | 100 | -3 | -7 | -3 | -1.7 | -2.4
O=C(CCN1C(=O)COc2ccccc21)NCCCN1CCc2ccccc2C1 | 27 | -11 | 0 | 93 | -5 | -3 | 9 | -1.7 | -3.1
CCOC(=O)NC(=O)C(=CNc1cccc(C)c1)C(=O)NC(=O)OCC | 23 | -4 | -2 | 105 | 1 | -1 | 0 | -2.9 | -1.9
CCOC(=O)c1c(N)sc(C(C)=O)c1C | 10 | 7 | -5 | 102 | 0 | -4 | -18 | -2.8 | -1.3
CCOC(=O)c1c(C(F)(F)F)nc2ncccn12 | 2 | -5 | -2 | 106 | 5 | 7 | 7 | -0.9 | -1.0
Cc1ccc(S(=O)(=O)NC(=O)Nc2cccc(C)n2)cc1 | 28 | -1 | -7 | 80 | -24 | 30 | 14 | 0.2 | 1.3
Cc1ccc(Cl)cc1N(C(=O)c1csnn1)C(C(=O)NC1CCCC1)c1ccco1 (stereo not drawn) | 10 | 6 | -32 | 103 | 9 | 12 | 14 | -2.4 | -1.7
CCC(=O)N1CCN(c2ccc(NC(=O)c3ccc(N4CCCC4)c([N+](=O)[O-])c3)cc2)CC1 | 14 | 6 | -1 | 109 | 24 | -1 | 2 | -1.9 | -0.9
CCOC(=O)N1CCN(S(=O)(=O)c2cccc3nsnc23)CC1 | -4 | 0 | 1 | 103 | 8 | -3 | -5 | -0.5 | -2.0
COCCn1c(=NC(=O)C2COc3ccccc3O2)sc2cc(S(N)(=O)=O)ccc21 (stereo not drawn) | 31 | 2 | -11 | 106 | 4 | -1 | 14 | -2.4 | -4.0
